Bioassay records as filed in PubChem BioAssay.
STAT1 inh = reduces IFN-gamma driven STAT1 reporter signal; NIH 3T3 STAT1-luciferase reporter, luminescence; inhibition, % at 5.5 µM; 200,000 tested, 0.35% active; AID 920;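 active = inhibition above a set limit, the mean inhibition across all tested compounds plus 3 SD, cut at about 34% in these data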;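 also: 0% = IFN-gamma with DMSO and 100% = IFN-gamma with 300 µM nifuroxazide; values of inactives mirror those of a sister screen read the other way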
STAT3 blocker = reduces IL-6 driven STAT3 reporter signal; U3A cells, IL-6 STAT3-luciferase reporter, luminescence; host cell line lacks STAT1; AID 862; inhibition, % at 5.5 µM; 190,000 tested, 0.89% active;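 active = inhibition above the mean inhibition across all screened compounds plus 3 SD, cut at about 44% in these data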;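 also: 0% = DMSO only wells and 100% = 100 µM nifuroxazide control wells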
STAT3 activator = increases IL-6 driven STAT3 reporter signal; 190,000 tested, 0.91% active; U3A cells, IL-6 STAT3-luciferase reporter, luminescence; 100% = signal with IL-6 EC80 alone; activation (% of control), % at 5.6 µM;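 active = activation above the screen-wide mean of compound activation plus 3 SD, cut at about 130% in these data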;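 also: 0% = background luminescence of wells with medium and substrate only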
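Assay system – human STAT1-deficient U3A cells with stable STAT3-luciferase reporter · Also added – IL-6 (33 ng/mL) · Schedule – compound 1 h, then IL-6 6 h at 37 °C · Technique – reporter luminescence signal · Evaluation – % activation versus median of IL-6-stimulated wells · Benchmarks – IL-6-only wells as 100% reference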
Diaphorase inh = inhibits diaphorase or chemically oxidizes, flagging diaphorase assay artifacts; diaphorase resazurin-to-resorufin fluorescence, NADH, 16 min; bacterial (C. kluyveri) enzyme, not human; inhibition, % at 20 µM; 190,000 tested, 0.69% active; AID 1217;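 active = primary screen inhibition at 20 µM above a set limit, cut at about 50% in these data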;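 also: plate controls were DMSO with full reaction for no effect and wells lacking NADH for full effect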
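Assay system: diaphorase enzyme from Clostridium kluyveri. Quantity: enzyme working solution with 0.14 U/mL diaphorase. Schedule: reaction incubation of 16 min at room temperature. Technique: resorufin fluorescence, excitation 544 nm, emission 590 nm. Controls: No-NADH positive control and DMSO neutral control.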
TLR4 MyD88 comp = blocks binding of human TLR4 to MyD88. O00206+Q99836. HeLa CL3-4 TLR4/MyD88 BLA complementation, FRET ratio. inhibition, % at 8.4 µM. 200,000 tested, 0.18% active; in the data active = inhibition above about 25%;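 also: 0% = vehicle and 100% = reference inhibitor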
Target sequence (O00206 whole entry, looked up): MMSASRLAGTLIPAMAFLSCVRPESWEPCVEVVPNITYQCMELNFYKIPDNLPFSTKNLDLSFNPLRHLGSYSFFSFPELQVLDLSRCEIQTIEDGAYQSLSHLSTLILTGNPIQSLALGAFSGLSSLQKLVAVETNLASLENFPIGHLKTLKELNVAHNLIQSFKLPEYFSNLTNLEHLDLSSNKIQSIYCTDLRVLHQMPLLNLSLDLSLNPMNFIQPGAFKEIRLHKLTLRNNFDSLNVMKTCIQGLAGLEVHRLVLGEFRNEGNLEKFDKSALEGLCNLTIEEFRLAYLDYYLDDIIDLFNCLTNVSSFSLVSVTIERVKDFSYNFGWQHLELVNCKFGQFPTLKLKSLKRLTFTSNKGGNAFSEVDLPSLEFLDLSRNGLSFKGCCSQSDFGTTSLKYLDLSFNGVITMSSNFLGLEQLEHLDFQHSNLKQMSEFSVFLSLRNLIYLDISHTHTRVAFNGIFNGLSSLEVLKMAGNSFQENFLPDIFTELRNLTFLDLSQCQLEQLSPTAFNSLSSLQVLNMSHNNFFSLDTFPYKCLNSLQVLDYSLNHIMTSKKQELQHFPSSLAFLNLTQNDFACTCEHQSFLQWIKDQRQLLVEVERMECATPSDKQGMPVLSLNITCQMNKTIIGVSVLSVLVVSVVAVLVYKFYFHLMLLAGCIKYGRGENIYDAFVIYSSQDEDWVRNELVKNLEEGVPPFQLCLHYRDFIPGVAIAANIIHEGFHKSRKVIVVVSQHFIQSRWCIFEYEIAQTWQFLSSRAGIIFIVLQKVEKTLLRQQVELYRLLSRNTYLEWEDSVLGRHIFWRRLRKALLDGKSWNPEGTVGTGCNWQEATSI
Target sequence (Q99836 whole entry, looked up): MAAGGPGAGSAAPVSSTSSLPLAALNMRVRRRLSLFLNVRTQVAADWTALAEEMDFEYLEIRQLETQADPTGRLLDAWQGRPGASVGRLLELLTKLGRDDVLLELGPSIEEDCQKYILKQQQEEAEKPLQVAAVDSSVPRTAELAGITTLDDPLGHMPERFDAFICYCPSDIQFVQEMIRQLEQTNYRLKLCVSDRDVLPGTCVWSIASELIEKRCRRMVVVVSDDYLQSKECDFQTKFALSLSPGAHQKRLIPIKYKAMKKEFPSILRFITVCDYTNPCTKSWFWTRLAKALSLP
G6PDH CS = counter-screen for G6PDH assay hits: L. mesenteroides G6PDH inhibition. 200,000 tested, 0.12% active. inhibition, % at 5 µM. Purified L. mesenteroides G6PDH, diaphorase/resazurin coupled fluorescence, 45 min; in the data active = inhibition above about 50%
Diaph act CS = diaphorase activation or chemical reduction counter-screen; 190,000 tested, 0.005% active; activation factor at 20 µM; Diaphorase/resazurin coupled assay, resorufin fluorescence, 16 min; stronger effect = higher value; 1 = vehicle wells, 0 = NADH-free wells;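 active = diaphorase activity raised at least twofold by the compound at 20 µM; inactive = activation factor below 2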
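Material: bacterial diaphorase enzyme (C. kluyveri); amount: enzyme 0.07 U/mL final; reagent: NADH substrate 0.114 mM plus resazurin dye 0.1 mM, final; doses: single compound dose of 20 µM, 1% DMSO final; timing: 16 min enzyme reaction, ambient temperature; measured by: fluorescence of resorufin, 544 nm excitation, 590 nm emission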
STAT1 act = STAT1 signaling activation. activation (% of control), % at 5.5 µM. NIH 3T3 STAT1-luciferase reporter, IFN-gamma, luminescence; 100% = IFN-gamma alone, no compound. 200,000 tested, 2.6% active;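 active = activation above the screen-wide mean activation plus 3 SD, cut at about 130% in these data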;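 also: raw ratio to IFN-gamma control signal so 100% means no change and 0% no light; values of inactives mirror those of a sister screen read the other way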
Hsp70 activator = Hsp70 transcriptional activation, primary screen; activation, % at 10 µM; 200,000 tested, 0.04% active; HeLa Hsp70 promoter luciferase reporter, luminescence; scaled: vehicle 0, proteasome-inhibitor control 100%;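 active = activation above the mean across all tested compounds plus 3 SD, cutoff set per campaign, cut at about 5.5% in these data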;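 also: 100% = MG132 at 30 µM as the positive control and 0% = DMSO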
APP transl inh = APP translation inhibition | SH-SY5Y APP 5'UTR-luciferase reporter, luminescence | inhibition, % at 2 µM | 190,000 tested, 0.82% active | AID 1285;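 active = inhibition above a set limit, derived from the sample mean plus 3 SD, cut at about 45% in these data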; also: values of inactives mirror those of a sister screen read the other way
* marks the source's active call; other numbers are inactive results; / = no result given. An unsorted share of the library; overall some 6.1% were active at least once.

#	canonical_smiles	STAT1 inh	TLR4 MyD88 comp	Diaph act CS	STAT3 blocker	STAT1 act	G6PDH CS	Hsp70 activator	STAT3 activator	Diaphorase inh	APP transl inh
1	C/C(=C(\C#N)C(=O)NCCN1CCOCC1)N(C)C	-6.6	-1.6	1	4.1	106.1	-3.2	-0.2	98.1	-3.4	-10.1
2	Cc1nn(CC(=O)Nc2ccc(C(C)C)cc2)c(C)c1[N+](=O)[O-]	10.6	-5.9	1.1	10.5	90.4	3.7	-0.2	98.7	-6.9	-0.9
3	COc1cccc(NC(=S)N2CCn3c(nc4ccccc43)C2)c1	3.6	4.1	0.9	3.8	95.6	18.8	-0.5	98.2	13.1	-15.9
4	C=CCC(NCc1ccccc1)c1ccc(Cl)cc1 (centres undefined)	3.6	-3.6	0.9	0.5	96.8	2.3	-0.1	99.7	10.9	-5.3
5	CCOC(=O)c1c(-n2cccc2)sc2c1CCCC2=O	-15.8	2.0	0.8	-5.4	114.0	12.2	-0.2	104.9	21.3	-14.2
6	COc1ccc(-c2nc(N)ncc2-c2csc(C)n2)c(O)c1	-0.3	6.1	0.9	-2.6	100.3	3.3	-0.1	107.3	6.3	-0.7
7	CC1=NN(c2cccc([N+](=O)[O-])c2)C(=O)C1	-1.5	-6.0	1.1	-1.2	99.9	7.2	-0.2	105.0	-10.0	4.1
8	CCOc1cc(CNC(CC)CO)ccc1OCC(=O)Nc1cccc(C(F)(F)F)c1 (centres undefined)	7.1	2.0	1	-3.9	90.7	6.4	0.0	107.3	-3.3	3.4
9	N#C/C(=C/c1ccc2c(c1)OCO2)C(=O)Nc1ccc(O)cc1	-21.6	-3.8	1	11.0	118.0	-4.6	0.0	96.4	0.0	-18.0
10	COC(=O)c1ccc(CSc2nnc(-c3ccccc3)n2C)o1	8.2	5.6	1	4.0	93.8	9.8	-0.2	100.8	4.2	-7.2
11	CCOC(=O)C1CCCN(Cc2ccccc2C)C1 (centres undefined)	-9.8	-0.1	1	-1.0	107.3	4.0	-0.1	104.5	0.3	-0.1
12	Cc1ccccc1/C=C1\SC(=S)N(/N=C/c2cc([N+](=O)[O-])ccc2O)C1=O	-3.0	-14.0	0.9	10.7	101.6	-2.7	-0.4	94.0	12.8	-9.2
13	CCc1cc2c(=O)c(-c3nc4ccccc4[nH]3)coc2c(CN2CCC(C)CC2)c1O	4.2	-6.5	/	14.5	96.3	/	-0.1	92.2	/	-3.8
14	COC(=O)c1ccc(C(=O)OC)c(NC(=O)CSc2nnc(-c3ccccc3Cl)o2)c1	0.7	-0.3	/	3.7	99.3	/	-0.2	100.4	/	4.2
15	NC(=O)c1nsc(C(=O)N(CC(=O)NCc2ccc(F)cc2)Cc2ccco2)c1N	10.4	5.0	0.9	9.8	90.4	10.5	-0.3	96.5	11.7	-20.8
16	CCCCCCn1c(=O)[nH]c2nc3cc(N)ccc3nc2c1=O	20.9	25.1*	0.8	-5.8	81.0	2.4	-0.2	100.5	16.5	2.2
17	FC(F)(F)c1cccc(NC(=S)NCCN2CCOCC2)c1	-4.1	9.8	1	-4.7	103.7	14.8	-0.3	104.7	4.3	8.8
18	CCOC(=O)C1CCN(c2ncnc3c2nnn3Cc2ccccc2Cl)CC1	2.2	12.3	0.7	7.6	97.8	2.5	-0.2	98.4	30.9	-2.3
19	CCN(CC)C(=O)Cn1nc(C)c2ccccc2c1=O	4.1	3.7	0.9	8.3	96.2	3.4	-0.5	97.9	8.7	9.7
20	COc1ccc(S(=O)(=O)N(CCCN2CCOCC2)Cc2cccc3ccccc23)cc1	2.7	-9.2	0.9	-1.8	97.5	3.1	-0.2	101.7	8.9	3.6
21	COc1ccccc1CNCc1cc(Br)ccc1OC	2.2	16.1	0.9	21.7	97.3	7.6	-0.2	90.0	11.3	-3.8
22	O=C(Cc1ccccc1)NNC(=O)c1ccc(NC(=O)c2ccccc2)cc1	-7.6	4.6	0.9	3.4	105.1	-2.6	0.4	100.3	5.1	-5.5
23	NS(=O)(=O)c1ccc(CCNC(=O)c2cccc(OC(F)F)c2)cc1	5.2	-10.6	0.9	-7.6	94.2	6.3	0.1	107.2	9.9	12.0
24	Cc1ccc(C)c(/C=N/NC(=S)NC(C)C)c1	-11.7	-1.8	0.9	22.3	110.7	10.2	0.0	86.8	8.5	-24.5
25	O=C(CSc1ncn[nH]1)N1N=C2/C(=C/c3ccco3)CCCC2C1c1ccco1 (centres undefined)	8.9	-3.8	0.8	-3.3	91.8	14.8	0.0	104.0	24.3	1.5
26	C(=N\Nc1nc2ccccc2s1)/c1cccs1	-51.2	8.6	0.9	-18.6	145.7*	2.1	0.3	119.2	14.9	-212.3
27	CCOC(=O)C1=C(N)OC2=C(C(=O)CC(C)(C)C2)C1C1CCCCC1 (centres undefined)	-0.4	2.7	0.7	-3.2	100.4	5.2	-0.2	104.4	27.0	-8.9
28	CC1(C)Cc2c(c(-c3ccccc3Cl)[nH]c(=O)c2C#N)CO1	6.1	-4.3	1	-8.6	93.0	-3.6	0.9	108.4	4.9	-17.9
29	COc1ccc([N+](=O)[O-])cc1Nc1ncnc2ccccc12	-4.1	-6.2	0.9	25.4	102.0	3.7	-0.3	81.5	10.0	-4.6
30	Cc1cc(Nc2ccc([N+](=O)[O-])cc2)nc2ccccc12	-12.4	23.3	0.9	20.6	112.3	19.4	-0.3	84.1	13.0	-6.0
31	CC(=O)N1CCc2cc(S(=O)(=O)NC(CC(C)C)C(=O)N3CCn4c3nc3ccccc34)ccc21 (centres undefined)	5.6	-4.4	0.9	6.2	94.8	-23.6	-0.6	97.1	14.2	-18.1
32	Cc1ccc(C(=O)O)cc1S(=O)(=O)NCC1CCCO1 (centres undefined)	7.7	3.9	0.9	6.3	93.0	-1.2	-0.3	99.6	13.3	3.8
33	COc1ccc(OC(=O)c2ccc(Cl)cc2)c(C(C)=O)c1	-0.2	-0.4	1	15.8	99.4	1.5	0.2	95.7	4.8	-33.8
34	COc1cc(/C=C/C2=CC(C)(C)NC(=S)N2)cc(OC)c1OC	8.1	-0.8	0.7	2.9	90.4	8.5	-0.2	99.0	27.9	-29.9
35	COc1ccc(Cn2cccc(NC(=O)Nc3cccc(C#N)c3)c2=O)cc1	14.3	-3.8	0.7	30.6	87.0	-1.7	-0.1	76.6	31.7	13.9
36	CC(C)c1nnc(NC(=O)c2sc3ccccc3c2Cl)s1	-28.9	-10.4	1	14.7	126.4	6.8	0.3	90.8	4.9	-18.4
37	CCOc1cc(N2CCOCC2)c(OCC)cc1NC(=O)c1oc2ccccc2c1C	6.9	0.7	0.9	6.2	90.8	12.0	0.0	98.8	5.9	0.5
38	CC/C(=N/Nc1ccccc1)c1cnnc(SC)n1	-5.5	-4.4	0.9	11.8	105.1	1.1	-0.5	94.7	7.5	-6.8
39	O=C(NCCN1CCOCC1)c1ccc2c(c1)N(Cc1ccccc1)C(=O)CS2	5.4	-0.2	0.8	2.5	95.0	-10.1	-0.4	100.2	15.7	-1.9
40	Nc1ccccc1S(=O)(=O)c1ccccc1N	-4.7	6.4	0.9	-0.1	104.3	4.6	-0.6	103.3	5.1	-2.9
41	CCOC(=O)c1c(NC(=S)NCC2CCCO2)sc(C)c1C (centres undefined)	1.6	-6.3	0.9	-5.7	98.3	3.7	-0.2	109.3	5.1	-13.1
42	N#CC1=C2N=C(N)c3ccccc3N2C2=C(C(=O)CCC2)C1c1ccc(Cl)cc1 (centres undefined)	8.2	-2.3	0.8	-96.5	92.5	10.0	-0.1	182.9*	24.8	7.9
43	COc1ccc(CNC(=O)c2cc(COc3c(F)cccc3F)on2)cc1OC	-2.0	-6.7	1	13.2	99.8	10.1	0.0	93.1	1.4	-10.1
44	O=C(CCn1cnnn1)Nc1ccccc1	-6.3	1.3	1	5.7	104.2	1.5	0.2	98.8	0.3	-16.3
45	Cc1cc(Br)ccc1NC(=O)CCSc1ccccc1	-10.7	-13.9	1	8.0	109.6	1.7	-0.1	99.1	-0.3	-8.1
46	COc1ccc(-c2ccc(=O)n(CC(=O)N3CCN(c4ccccc4OC)CC3)n2)cc1	-5.1	-21.8	/	10.6	104.6	/	-0.2	95.3	/	-3.1
47	CCN(CCCNC(=O)CN(C)S(=O)(=O)c1ccc2c(c1)CCC(=O)N2)c1cccc(C)c1	4.9	11.4	0.9	4.7	95.6	-1.1	-0.2	99.6	14.7	1.7
48	Cc1nn(-c2ccccc2)c(Cl)c1/C=N/NC(=O)c1ccc(CNc2ccccc2)o1	-1.6	-4.0	0.8	-1.6	101.4	7.0	-0.4	102.1	24.8	-4.4
49	CC(/C=N/n1c(-c2ccccc2)n[nH]c1=S)=C\c1ccco1	-12.9	-3.6	0.6	25.1	106.6	-27.8	-0.1	84.6	40.7	10.0
50	O=C(Nc1cccc(-c2nc3ncccc3o2)c1)c1ccccc1	-10.8	-10.1	0.9	22.2	110.1	10.3	0.1	87.6	8.6	0.8
51	O=C(CCNS(=O)(=O)c1cccc2nsnc12)NC1CCN(Cc2ccccc2)CC1	-6.7	8.5	0.8	2.3	105.1	-8.4	-0.4	103.5	15.4	-0.7
52	CCC1C(=NO)C(CC)C(c2ccccc2)NC1c1ccccc1 (centres undefined)	-12.5	-6.5	0.8	5.4	110.2	14.3	-0.2	99.9	22.4	-1.7
53	COc1cc(NC(=O)c2cccs2)ccc1NC(=O)c1cc2ccccc2o1	-7.8	1.4	1	18.1	105.9	-7.6	0.0	88.9	-1.6	9.5
54	Cc1noc(C(=O)Nc2c(C)n(C)n(-c3ccccc3)c2=O)c1Cl	1.5	1.9	1	-9.0	99.5	2.1	-0.3	107.5	3.2	1.1
55	O=C(c1nn(-c2ccccc2)c(=O)c2ccccc12)N1CCN(c2ncccn2)CC1	5.2	-17.0	0.7	7.3	93.9	0.9	-0.3	98.2	29.5	5.6
56	CSc1cccc(CN2CCCC(CNC(=O)c3ccc(F)cc3)C2)c1 (centres undefined)	3.8	-2.8	0.8	-4.4	95.0	6.0	0.2	108.5	15.1	-18.3
57	CCCCCn1c(SCC(=O)OCC)nc2cc(C(=O)N3CCC(C(N)=O)CC3)ccc2c1=O	-9.2	4.1	0.9	7.3	108.4	18.3	-0.2	97.0	6.7	16.3
